# Source: PubChem
# RmlCD inh mix – RmlC/RmlD inhibition, mixture screen; RmlC/RmlD coupled enzyme inhibition, 384-well mixture HTS; inhibition, % at 5.5 µM; 110,000 tested, 0.39% active; in the data active = inhibition above about 30%, passing the limit was not always enough; inconclusive = no clear call, values can overlap the other calls; also: strong numbers were not always called active
# HIV RNase H inh – inhibitors of HIV-1 reverse transcriptase RNase H; P04585; RT-RNase H RNA/DNA duplex cleavage, fluorescence; inhibition, % at 10 µM; 65,000 tested, 1.9% active; AID 565; in the data active = inhibition above about 50%
# * = called active by the depositor; ? = inconclusive; / = no result given. These rows are one share of the data; count on the stated rates, not on these rows.
No.	SMILES	HIV RNase H inh	RmlCD inh mix
1	Cc1ccc(C2CC(c3cccs3)=NN2C(=O)CSC2=NN3CCCC(=O)N=C3S2)cc1 (centres undefined)	/	3
2	Cc1cccc(-n2c(CNC(=O)COc3ccccc3)nnc2SCC(=O)Nc2nccs2)c1	-42	/
3	O=C(O)c1cnc(-c2ccccc2)nc1Sc1ccccc1Cl	/	-175
4	Cc1cc2oc3c(c(=O)c2cc1C)C(c1cccc(Br)c1)N(Cc1ccco1)C3=O (centres undefined)	5	8
5	C#CCn1c(=O)c2c(ncn2C)n(C)c1=O	/	1
6	CCn1c2ccccc2c2cc(NC(=O)CSc3nnc(-c4ccc(OC)cc4)n3N)ccc21	/	7
7	C#CCOCCOCCOCCNc1nc(N2CCN(C(=O)[C@H](CCCCN)n3cc(C(N)CO)nn3)CC2)nc(N2CCN(C(=O)[C@H](CCCCN)n3cc(C(N)COC(=O)C(F)(F)F)nn3)CC2)n1 (some centres undefined)	/	6
8	Cc1cc(N2CCCC2)n2nc(C)c(-c3ccccc3)c2n1	-4	/
9	C=CCn1c(COc2ccccc2C)nnc1SCC(=O)O	-7	-3
10	CC[n+]1c(/C=C2\C=C(C)CC(C)(C)C2)sc2ccccc21	/	9
11	CCC1(C)CC(C(CC(=O)O)c2ccc(C)cc2)CCO1 (centres undefined)	/	5
12	CCOC(=O)/C(C#N)=C/C1=C(N2CCCC2)CC(C)(CC)OC1 (centres undefined)	/	-7
13	O=c1c(=O)n(O)c2ccccc2n1O	11	6
14	CCCCn1c(N)c(N(CC(C)C)C(=O)CN(C)Cc2cccc(OC)c2)c(=O)[nH]c1=O	/	4
15	COC(=O)c1ccc(OC)c(CSc2nnc(COc3ccc(Cl)cc3)o2)c1	0	-6
16	CCC(=O)NC(=S)Nc1ccc(-c2nc3ccccc3s2)cc1	/	25
17	COc1ccc(C(c2nnnn2CCc2ccccc2)N2CCN(C)CC2)cc1OC (centres undefined)	3	-9
18	CN1CCN(C2CCCCCC2)CC1	-9	4
19	O=c1[nH]nc(Cc2ccccn2)c2ccccc12	-12	8
20	Cc1cc2sc3ccc(C#CC4(O)CCCCC4)cc3c(=O)c2cc1C	/	-32
21	Cc1ccc(CSC2=Nc3ccccc3C3=NC(CCC(=O)NCc4ccco4)C(=O)N23)cc1 (centres undefined)	-4	-15
22	COc1ccc(-c2nc(SCC(=O)NCc3ccco3)c(-c3ccccc3)[nH]2)cc1OC	10	-7
23	CCCCCCC(=O)N(O)C1CC(=O)N(Cc2ccccc2)C1=O (centres undefined)	66*	-2
24	COc1ccccc1-n1cnnc1SCc1csc(-c2ccccc2)n1	/	-11
25	O=C(O)C1C2C=CC(C2)C1C(=O)N1CCN(C/C=C/c2ccccc2)CC1 (centres undefined)	-18	/

# As entered above:
# Under RmlCD inh mix, no. 5 reads 1
# Under RmlCD inh mix, no. 17 reads -9
# Under RmlCD inh mix, no. 1 reads 3
# Under HIV RNase H inh, no. 8 reads -4

# Going on with the list:
No.	SMILES	HIV RNase H inh	RmlCD inh mix
26	CCc1nc(SCC(=O)NCCc2ccc(OC)c(OC)c2)c2c(=O)n(C)c(=O)n(C)c2n1	-1	-12
27	CC(C)(C)[C@H]1C=C(C(=O)N2CCN(Cc3ccc4c(c3)OCO4)CC2)O[C@@H](OCCCCO)C1	/	8
28	COc1cc(C2Nc3ccccc3C(=O)N2c2ccccc2)ccc1O (centres undefined)	/	31
29	Cn1cnnc1SC1CCCCC1NS(=O)(=O)c1ccc(Cl)cc1 (centres undefined)	/	9
30	COc1ccc2c(c1)[nH]c1c(N3CCN(Cc4ccc5c(c4)OCO5)CC3)ncnc12	5	9
31	CCOC(=O)CSc1nc(N)nc(C)c1Br	-3	12
32	CCc1cc2cc3c(cc2nc1SCC(=O)N1CCN(C(=O)c2ccco2)CC1)OCO3	4	4
33	c1csc(-c2nn[nH]n2)c1	-11	0
34	c1ccc(C(c2ccccc2)N2CCN(Cc3nnnn3C3CCCC3)CC2)cc1	-15	-8
35	O=C(NCc1ccco1)c1nnc(Cc2ccc(F)cc2)o1	-10	8
36	COC(=O)c1nnn(-c2nonc2N)c1CSc1ccc(Cl)cc1	-4	-13
37	Cc1n[nH]c(C)c1Sc1ccccc1N=Cc1cc(Cl)cc([N+](=O)[O-])c1O	/	50
38	COC(=O)c1ccc(C(=O)OC)c(NC(=O)CSCc2ccccc2Br)c1	/	-10
39	COCCN1Cc2cccc(C(=O)Nc3ccccc3OC)c2C1=O	-16	2
40	CCC1CCCCN1Cc1nc2c(c(=O)n(C)c(=O)n2C)n1CCCc1ccccc1 (centres undefined)	-11	-8
41	O=C(O)CC/C(=N\Nc1ccc(S(=O)(=O)N2CCCC2)cc1[N+](=O)[O-])c1cccs1	/	-11
42	O=C(O)C1C2C=CC(C2)C1C(=O)N1CCOCC1 (centres undefined)	-7	-16
43	CCCCNC(=O)Cn1c(=O)n(C)c2ccccc21	-7	9
44	CCOC(=O)C1=C(C)Nc2sc(C(=O)c3ccc(Br)cc3)c(N)c2C1c1ccc(C(=O)OC)cc1 (centres undefined)	/	4
45	CNC(=O)CN(c1cc(C)ccc1OC)S(=O)(=O)c1ccc(C)cc1	-5	-10
46	Fc1cccc(CN2CCN3CCCC3C2C2CCCCC2)c1 (centres undefined)	/	6
47	CCCC/C(O)=N\S(=O)(=O)c1ccc(N=NN(C)C)cc1	/	9
48	O=C(/C=C/c1cccs1)N1CCC2(CC1)Oc1ccc(F)cc1C(=O)C21CC(c2ccc(Cl)cc2)=NO1 (centres undefined)	/	12
49	O=C(C1CCCCN1S(=O)(=O)c1ccccc1)N1CCCCC1 (centres undefined)	/	-2
50	CCSc1nnc(Cn2c(=O)sc3ccccc32)n1C	-6	-10

# Looked up one by one from above (5):
No.	SMILES	HIV RNase H inh	RmlCD inh mix
8	Cc1cc(N2CCCC2)n2nc(C)c(-c3ccccc3)c2n1	-4	/
17	COc1ccc(C(c2nnnn2CCc2ccccc2)N2CCN(C)CC2)cc1OC (centres undefined)	3	-9
6	CCn1c2ccccc2c2cc(NC(=O)CSc3nnc(-c4ccc(OC)cc4)n3N)ccc21	/	7
33	c1csc(-c2nn[nH]n2)c1	-11	0
30	COc1ccc2c(c1)[nH]c1c(N3CCN(Cc4ccc5c(c4)OCO5)CC3)ncnc12	5	9

# The list continues:
No.	SMILES	HIV RNase H inh	RmlCD inh mix
51	CCCNC(=O)c1cnc(Sc2ncc(C(F)(F)F)cc2Cl)n1C	/	-11
52	CC(=O)OCc1cc(=O)n(C)c(=O)n1C	-1	4
53	COc1ccc2c(c1)C(=O)CC(c1ccccc1F)O2 (centres undefined)	-41	/
54	Cc1ccc2[nH]c3c(c2c1)CCc1cn[nH]c1-3	-46	/
55	CC1CCN(C(=O)CSc2nc(N)cc(N)n2)CC1	-9	-14
56	COc1ccc(-c2noc(C)c2-c2ccc3ccccc3n2)c(O)c1	-25	2
57	Cc1sc2nc(CN3CCOCC3)nc(Oc3ccc(NC(=O)c4ccco4)cc3)c2c1C	-15	-8
58	CCNc1nc(-c2ccc(Cl)cc2)cs1	-10	/
59	Cc1cc(-c2nc3cccnc3s2)ccc1NS(=O)(=O)c1cccs1	/	?
60	Cc1cc(NCCCn2ccnc2)n2nc(-c3ccc(F)cc3)cc2n1	-5	-7
61	Cc1ccc2c(CC(=O)OCc3csc(C)n3)coc2c1	-77	10
62	CCC1CCCCN1CCCNC(=O)Cn1nc(-c2ccccc2)ccc1=O (centres undefined)	-2	6
63	CCOC(=O)c1ccc(CSc2nnc(N)s2)cc1	-18	6
64	CCCn1nnc(NC(=O)c2ccc(-c3ccccc3)cc2)n1	-10	7
65	COC(=O)c1cn(-c2ccccc2)nc1-c1ccncc1	/	-14
66	O=C(CSc1nnc(COc2ccc(Cl)cc2)o1)OC1CCCCC1	-21	11
67	O=C1CC(c2ccco2)Sc2nc3ccccc3n21 (centres undefined)	-11	8
68	Cc1ccc(OCCOCCNC(C)C)c(Br)c1	/	4
69	O=C(c1ccc(Cl)cc1)c1c[nH]cc1-c1ccccc1	/	-8
70	CCN(CC)c1ccc(C2NCC(c3ccc([N+](=O)[O-])cc3)O2)cc1 (centres undefined)	/	-12
71	CC(=O)c1c(C)[nH]c(C(=O)NCc2ccc(C)cc2)c1C	/	15
72	CCOC(=O)N1CCC(NC(=O)C(Cc2ccccc2)NC(=O)C2CCCCC2)CC1 (centres undefined)	1	-1
73	Cc1ccc(S(=O)(=O)C(CCC(=O)c2ccc(Cl)cc2)C(N)=O)cc1 (centres undefined)	/	-19
74	CCc1n[nH]c2c1/C(=N/O)CCC2	-1	5
75	Cc1nnc(SCC(=O)Nc2ncc(Cl)cc2Cl)n1Cc1ccccc1	/	-15

# Ordered by heavy-atom count (smallest number first): 5 of the compounds above
No.	SMILES	HIV RNase H inh	RmlCD inh mix
67	O=C1CC(c2ccco2)Sc2nc3ccccc3n21 (centres undefined)	-11	8
69	O=C(c1ccc(Cl)cc1)c1c[nH]cc1-c1ccccc1	/	-8
64	CCCn1nnc(NC(=O)c2ccc(-c3ccccc3)cc2)n1	-10	7
51	CCCNC(=O)c1cnc(Sc2ncc(C(F)(F)F)cc2Cl)n1C	/	-11
75	Cc1nnc(SCC(=O)Nc2ncc(Cl)cc2Cl)n1Cc1ccccc1	/	-15

# Next section
No.	SMILES	HIV RNase H inh	RmlCD inh mix
76	CCOc1ccc(-n2c(SCc3ccc(C#N)cc3)nnc2-c2cccnc2)cc1	0	0
77	CCCCn1cnc2c(cnn2-c2ccc(F)cc2)c1=O	-22	-10
78	CCCCNCC(=O)Nc1ccc(NC(=O)CNCCCC)cc1	/	-7
79	COc1ccc(-c2noc(-c3ccccc3C(=O)N3CCOCC3)n2)cc1	/	-5
80	COc1ccc(OC)c(NC(=O)CN(c2ccc(C(C)C)cc2)S(=O)(=O)c2c(C)noc2C)c1	1	14
81	O=c1c2ccccc2nc(-c2ccccc2)n1CCCn1ccnc1	-10	-7
82	CC(C)(C)NC(=O)CN(C(=O)CS(=O)CC(=O)Nc1ccc(F)cc1)c1ccccc1 (centres undefined)	-4	-7
83	O=C(O)Cc1ccc(O)c(O)c1	/	-6
84	C=CCc1c(C)c(C#N)c2nc3ccccc3n2c1N1CCN(C)CC1	-8	/
85	CCC(C)COC(=O)C(C#N)c1nc2ccccc2nc1N1CCCCC1 (centres undefined)	-6	-4
86	CC(Sc1nnc2ccccn12)C(=O)N1CCc2ccccc2C1 (centres undefined)	/	-8
87	CCCCOC1(c2ccccc2)NC(=S)NN=C1c1ccccc1 (centres undefined)	/	3
88	OC(CNCCc1ccccc1)c1ccccc1 (centres undefined)	-3	-8
89	COc1ccc2nc(NC(=O)c3ccc4ncsc4c3)sc2c1	-6	-2
90	CC(C)(C)C(=O)N1CCCC1C(=O)O (centres undefined)	/	8
91	CC(C)[C@H](N)c1nnc(SC/C=C/c2ccccc2)o1	/	-8
92	CCOC(=O)c1sc(NCCNc2nc(C)c(C(=O)OCC)s2)nc1C	8	-9
93	O=C(c1ccc(Cn2cc(Br)cn2)o1)n1cccn1	-12	-12
94	CCOc1ccccc1C(=O)n1nc2nc(C)cc(C)c2c1N	9	3
95	C=C1CCN([C@H](C(=O)NCc2ccco2)C(C)C)S(=O)(=O)c2ccccc21	/	-11
96	Cc1ccc2cc(C#N)c(N3CCCC3)nc2c1C	-23	/
97	Cc1ccc(-c2nc(C)sc2CC(=O)O)cc1	/	2
98	COc1ccc(N2CC(C(=O)NCc3cccnc3)CC2=O)cc1 (centres undefined)	-7	-8
99	Cc1cc(C)n(-c2nc(SCC(=O)N3CCCC3)c3c4c(sc3n2)CCCC4)n1	-16	0
100	C#CCn1c(S(=O)(=O)Cc2ccc(C)cc2)nc(-c2ccccc2)c1-c1ccccc1	/	13
101	O=C(COC(=O)CCS(=O)(=O)c1ccc(Cl)cc1)NC1CCCCC1	/	-9
102	O=C(Cc1ccc(-n2cccc2)cc1)NCc1cccs1	-9	-2
103	Cc1ccc(CNC(=O)CS(=O)CC(=O)O)cc1 (centres undefined)	/	5
104	COc1ccc(CCNC(=O)CCCn2c(=O)[nH]c3cc(OC)c(OC)cc3c2=O)cc1OC	/	-18
105	Cc1ccc(S(=O)(=O)N(CC(=O)N2CCC(C)CC2)c2cccc(C)c2)cc1	/	12
106	CCc1ccc(S(=O)(=O)NCc2csc(-c3ccccc3)n2)s1	-12	-13
107	O=C(NC1CCCCCCC1)c1ccc2c(c1)N(Cc1ccc(F)cc1)C(=O)CS2=O (centres undefined)	-3	10
108	O=C1CCc2cc(S(=O)(=O)N3CCC(C(=O)NCc4ccccc4Cl)CC3)ccc2N1	4	7
109	CC(=O)c1n[nH]nc1NC(=O)c1ccccc1	-7	-10
110	CCCN1CCN(C(=O)c2cc3c(s2)-c2ccccc2S(=O)(=O)C3)CC1	/	-7
111	CN(c1ccc(C(=O)Nc2ccccc2C(=O)N2CCOCC2)cc1)S(C)(=O)=O	/	8
112	COc1cccc(C(O)c2cnc(C(C)C)n2C)c1OC (centres undefined)	2	0
113	COc1ccc(C(=O)c2ccc(Cl)cc2)c2ccccc12	/	4
114	CC(C)(C)c1ccc(C(=O)N/C(N)=N/c2nc3ccccc3o2)cc1	/	6
115	CSc1ccccc1NC(=O)c1cc(C(C)C)on1	/	-6
116	CC(Sc1ccccn1)C(=O)Nc1ccc(S(N)(=O)=O)cc1 (centres undefined)	/	-19
117	O=C1C(=O)N(CCN2CCOCC2)C(c2ccccn2)/C1=C(/O)c1ccccc1 (centres undefined)	-5	11
118	CCCCCOC(=O)Cn1c(=O)oc2ccccc21	-48	-12
119	CCC(C)(C)n1c(=O)[nH]c2c(c1=O)CCC2	2	-12
120	CCOC(=O)Cn1nnnc1CN(Cc1ccc(OC)cc1)Cc1cc2cc(CC)ccc2[nH]c1=O	9	-8
121	NS(=O)(=O)c1ccc(NC(=O)CSC2=NC(=O)C(c3ccccc3)C(=O)N2)cc1 (centres undefined)	-7	-10
122	CC1Cc2nc(SCC(=O)N3CCOCC3)n(-c3ccccc3)c(=O)c2S1 (centres undefined)	-5	-4
123	COc1ccc(NC2CC(=O)N(c3cccc(C)c3)C2=O)cc1 (centres undefined)	8	-9
124	O=C(CN1C(=O)C2(OCCO2)c2ccccc21)c1ccc(Br)cc1	21	9
125	COc1ccc(/C=C/C(=O)c2ccccc2O)cc1CN1CCOCC1	/	-9
